# High-throughput results from PubChem BioAssay.
# Salmonella PhoP GFP: PhoP regulon inhibitors, Salmonella typhi PhoP promoter GFP reporter, confirmatory (AID 1850); Salmonella Typhi PhoP-promoter GFP reporter, fluorescence, 4 h; higher % means a stronger effect; one-dose inhibition, % at 50 µM; IC50 in µM for titrated hits; 310,000 tested, 0.33% active; in the data active = a potency from the dose series; inconclusive = inhibition mostly from about 25% at the one dose, without a potency; inactive = the rest, 99 in 100 with inhibition below about 19%;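 note: 0% = induced wells with vehicle and 100% = uninduced wells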
# H1N1 NS1A inhibition: H1N1 influenza NS1A inhibitors, functional cell based assay (AID 504329); NS1A functional cell-based assay, percent inhibition; higher % means a stronger effect; one-dose inhibition, % at 12.5 µM; IC50 in µM for titrated hits; 340,000 tested, 0.3% active; in the data active = a potency from the dose series; inconclusive = inhibition above about 27% without an active follow-up result; note: strong numbers were not always called active
# H37Rv inhibition: M. tuberculosis growth inhibition, HTS (AID 449762) | M. tuberculosis H37Rv growth inhibition, 7H9 media; higher % means a stronger effect | one-dose inhibition, % at 25 µM; IC50 in µM for titrated hits | 330,000 tested, 0.59% active; in the data active = a potency from the dose series; inconclusive = inhibition above about 70% without an active follow-up result;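 note: bacterial growth assessed after seven days of incubation; strong numbers were not always called active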
# M. tuberculosis: growth inhibition of non-replicating M. tuberculosis (AID 488890); Mycobacterium tuberculosis non-replicating, growth inhibition; higher % means a stronger effect; inhibition, % at 25 µM, or IC50 in µM where a hit was titrated; 320,000 tested, 0.39% active; in the data active = a potency from the dose series; inconclusive = inhibition mostly from about 82% at the one dose, without a potency; inactive = the rest, 99 in 100 with inhibition below about 76%;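 note: plate controls were DMSO cells for no effect and high antibiotic wells for full effect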
# VEEV TC-83 Vero: inhibitors of VEEV TC-83 cytopathic effect, confirmation, Vero cells (AID 588727) | 350,000 tested, 0.13% active | Vero cells, VEEV TC-83 cytopathic effect inhibition; higher % means a stronger effect | inhibition, % at 20 µM, or IC50 in µM where a hit was titrated; in the data active = a potency from the dose series; inconclusive = inhibition mostly from about 14% at the one dose, without a potency; inactive = the rest, 99 in 100 with inhibition below about 12%; note: strong numbers were not always called active
# VEEV TC-83 Vero 10K pilot screen: recorded beside VEEV TC-83 Vero, whose call it bears; inhibition, %; measured here: 10K pilot screen inhibition
# * = called active by the depositor; i = inactive; ? = inconclusive; nt = no result given. Rows were taken by chance, and some 1.5% of all compounds hit somewhere here.
SMILES,Salmonella PhoP GFP,H1N1 NS1A inhibition,H37Rv inhibition,M. tuberculosis,VEEV TC-83 Vero,others
COc1ccc(/C=C/c2onc(C)c2S(=O)(=O)N2CCC(C(=O)N3CCCCCC3)CC2)cc1,8%,1%,0%,32%,2.1%,
CN(c1ccc(C(=O)NCCSCc2ccccc2)cc1)S(=O)(=O)c1ccccc1,3%,19%,3%,24%,1.6%,
CC(=O)C[C@H](O)CC(=O)[C@H]1OC(=O)CCCCCCCCc2ccccc21,nt,-2%,-2%,-1%,0.5%,
O=C1c2ccccc2C(=O)N1CCCCN(C(=O)c1cc2ccccc2oc1=O)c1ccc(F)cc1F,11%,0%,-13%,50%,7.2%,
O=Cc1cn(-c2ccccc2)nc1-c1cc2ccccc2oc1=O,-21%,9%,6%,-2%,0.8%,
CCOc1ccccc1NC(=O)CSc1nc(=O)n(CCN2CCOCC2)c2c1CCCC2,2%,-6%,-1%,2%,8.5%,
O=C(Cn1cnc2scc(-c3ccccc3)c2c1=O)N1CCOCC1,7%,1%,-2%,-2%,0.6%,
COc1ccccc1C(=O)NC(=O)CSc1nncn1C(C)C,-4%,0%,-10%,-9%,0.4%,
CCCC[C@@H](CNC)NC[C@H](NCCCCC1CCCCC1)C(C)C,-1%,3%,?,?,i,
CCCCn1c(N)c(N(CCOC)C(=O)C2CCN(C(=O)c3ccc(F)cc3)CC2)c(=O)[nH]c1=O,-3%,3%,-1%,-8%,0.8%,
Cc1cc(OCc2nc(-c3cccnc3)no2)c(C)cc1Br,-4%,4%,3%,5%,0.1%,
Cc1ccc(C(=O)COc2ccccc2C(=O)Nc2ccccc2)cc1,-10%,-3%,4%,5%,0.1%,
Cc1ccc(C)c(NC(=O)CCN2CCN(c3ccccc3F)CC2)c1,5%,3%,11%,4%,i,
CSCCC(N=C(NS(=O)(=O)c1ccccc1)c1ccccc1)C(=O)O (centres undefined),13%,-7%,1%,16%,i,
CCCNC(=O)c1cc(-c2ccc3c(c2)OCO3)on1,-3%,20%,2%,54%,4.5%,
COc1nnc(-c2ccccc2)s1,-4%,6%,8%,-6%,1.7%,
Cc1cc(OCC(=O)O)c2cccc(C)c2n1,6%,-7%,-6%,47%,1.0%,
Cc1ccc(Cl)cc1NC(=O)C1CCCN(c2cnccn2)C1 (centres undefined),13%,0%,-3%,0%,1.4%,
COc1ccc(S(=O)(=O)Nc2ccccc2C)cc1,0%,-8%,1%,-1%,2.1%,
CCCCn1c(O)c(C(CC)=NCCN2CCOCC2)c(=O)[nH]c1=O,-14%,-17%,-5%,5%,1.2%,VEEV TC-83 Vero 10K pilot screen=0.0
COc1ccc(C2CCCN2C(=S)Nc2c(C)cccc2C)cc1OC (centres undefined),-3%,-10%,5%,11%,0.2%,
COc1cc(/C=C/C(=O)Oc2coc(CSc3ncccn3)cc2=O)cc(OC)c1OC,9%,10%,7%,-9%,0.3%,
O=S1(=O)CCC(NC(=S)N2CCOCC2)C1 (centres undefined),7%,7%,-4%,-23%,i,
Nc1nc(N2CCN(c3ccc(Cl)cc3)CC2)n[nH]1,6%,0%,6%,0%,0.3%,
CCOC(=O)c1ccc(S(=O)(=O)NC2CC2)cc1,-3%,-15%,14%,0%,0.7%,

# Brought forward from above: three compounds, then new ones.
SMILES,Salmonella PhoP GFP,H1N1 NS1A inhibition,H37Rv inhibition,M. tuberculosis,VEEV TC-83 Vero,others
O=S1(=O)CCC(NC(=S)N2CCOCC2)C1 (centres undefined),7%,7%,-4%,-23%,i,
Nc1nc(N2CCN(c3ccc(Cl)cc3)CC2)n[nH]1,6%,0%,6%,0%,0.3%,
CCOC(=O)c1ccc(S(=O)(=O)NC2CC2)cc1,-3%,-15%,14%,0%,0.7%,
CCOc1ccc(S(=O)(=O)n2nnc3ccccc32)cc1C,3%,nt,-7%,-1%,nt,
O=c1[nH]c(=O)n(Cc2ccco2)c(O)c1C=NCCN1CCNCC1,0%,-7%,-3%,-6%,0.8%,
O=C(Cc1ccc(Cl)c(Cl)c1)Nc1ccccc1N1CCCC1,1%,-5%,11%,26%,1.8%,
COc1cc(OC)cc(C(=O)N2CCN(S(=O)(=O)c3ccc(Cl)s3)CC2)c1,nt,-2%,-4%,-3%,i,
CC(C)C[C@@H](CNCC(=O)[C@H](Cc1ccccc1)NC(=O)c1[nH]cnc1C(=O)N[C@@H](C)CN)NC(=O)c1nc[nH]c1C(=O)N[C@@H](CC(=O)O)C(=O)O,nt,-19%,nt,nt,0.1%,
CN(CC(=O)Nc1ccc([N+](=O)[O-])cc1Br)Cc1c(F)cccc1Cl,6%,5%,12%,31%,4.1%,
O=C(c1c(Cl)cccc1Cl)N1CCN(c2cccc3[nH]ccc23)CC1,-3%,4%,-2%,29%,2.5%,
CC1CCN(C(C)C(=O)Nc2ccccc2-c2ccccc2)CC1 (centres undefined),-6%,-3%,0%,22%,i,
COc1cccc(/C=N/NC(=O)C(=O)Nc2ccccc2OC(F)(F)C(F)F)c1O,-8%,-9%,13%,45%,12%,
C=C1CCN([C@@H](Cc2ccccc2)C(=O)NCCC(C)C)S(=O)(=O)c2ccccc21,-9%,3%,1%,14%,2.5%,
COc1ccc(Cl)cc1-c1nc(SCC(N)=O)n[nH]1,-1%,-5%,-3%,9%,1.9%,
O=C(N/C(=C\c1ccc([N+](=O)[O-])cc1)C(=O)N1CCCCC1)c1ccccc1Br,-3%,-3%,-8%,18%,1.7%,
COc1ccc2cc(C(=O)OC(C)C)sc(=O)c2c1OC,-8%,-4%,-2%,8%,2.8%,VEEV TC-83 Vero 10K pilot screen=2.4
COc1ccc(C2(C(=O)N3CCCC3)CCOCC2)cc1OC,7%,-11%,2%,-2%,0.5%,
COC(=O)c1sc(NC(=O)C2c3ccccc3Oc3ccccc32)c(C(=O)OC)c1C,-5%,-14%,2%,13%,1.2%,
Cc1ccc(SCCNC(=O)/C=C/c2ccc(Cl)cc2)cc1,-3%,5%,-7%,40%,i,
CC(C)c1nc(SCC(=O)Nc2nccs2)c2ccccc2n1,-6%,4%,13%,-6%,1.4%,
NNC(=O)c1snnc1-c1ccccc1,6%,7%,2%,8%,0.5%,
O=S(=O)(/C=C/c1ccccc1)NC1CCCCCC1,-1%,nt,-1%,50%,0.5%,
CC(C)c1ccc(NC(=O)C[n+]2ccn(C3=C([O-])c4ccccc4C3=O)c2)cc1,9%,7%,-1%,6%,1.8%,
CCOC(=O)C1CCN(C(=O)c2ccccc2NS(=O)(=O)c2ccc(F)cc2)CC1,-5%,-1%,-10%,-9%,2.6%,
C=CCN1C(=O)c2ccc(C(=O)N(C)CC(=O)Nc3ccccc3Cl)cc2C1=O,0%,-2%,7%,-6%,i,
COc1cc(-c2nc3ccc4ccccc4c3c3c2CCC3)cc(OC)c1O,6%,1%,?,7%,4.8%,
CCCCC[C@@H]1C=C(C(=O)O)[C@H](c2ccc(Cl)c(Cl)c2)N1S(=O)(=O)c1ccc(C)cc1,nt,-20%,6%,50%,0.6%,
COc1cc(C)c(CN2CCSCC2)cc1C,-4%,-5%,-33%,-15%,1.0%,

# Quoted at random: 4 entries already listed, in no set order.
SMILES,Salmonella PhoP GFP,H1N1 NS1A inhibition,H37Rv inhibition,M. tuberculosis,VEEV TC-83 Vero,others
CCCCC[C@@H]1C=C(C(=O)O)[C@H](c2ccc(Cl)c(Cl)c2)N1S(=O)(=O)c1ccc(C)cc1,nt,-20%,6%,50%,0.6%,
O=C(c1c(Cl)cccc1Cl)N1CCN(c2cccc3[nH]ccc23)CC1,-3%,4%,-2%,29%,2.5%,
COc1ccc(C2(C(=O)N3CCCC3)CCOCC2)cc1OC,7%,-11%,2%,-2%,0.5%,
O=c1[nH]c(=O)n(Cc2ccco2)c(O)c1C=NCCN1CCNCC1,0%,-7%,-3%,-6%,0.8%,

# Returning to the listing, starting two compounds before the break.
SMILES,Salmonella PhoP GFP,H1N1 NS1A inhibition,H37Rv inhibition,M. tuberculosis,VEEV TC-83 Vero,others
CCCCC[C@@H]1C=C(C(=O)O)[C@H](c2ccc(Cl)c(Cl)c2)N1S(=O)(=O)c1ccc(C)cc1,nt,-20%,6%,50%,0.6%,
COc1cc(C)c(CN2CCSCC2)cc1C,-4%,-5%,-33%,-15%,1.0%,
COc1cccc(CNC(=O)CCn2c(=O)c3cccn3c3cccnc32)c1,5%,1%,2%,-6%,2.4%,
CCOc1ccc(NC(=S)NNc2ccnc3cc(Cl)ccc23)cc1,3%,3%,65%,?,i,
O=C(N1CCCCC1)N1CCN(S(=O)(=O)c2ccc(Cl)cc2)CC1,-5%,-4%,-2%,2%,0.5%,
COc1ccc(NC(=O)c2csc3c2CCCC3)cc1,-10%,12%,2%,11%,1.8%,
Cc1ccc(C)c(N2CCN(C(=O)c3csc4ccccc34)CC2)c1,-4%,-2%,5%,29%,3.8%,
O=C1c2ccccc2C(=O)N1Cc1cc(-c2ccccc2Cl)no1,-6%,-5%,0%,9%,0.5%,
Cc1ccc(NC2=NC(c3ccc(F)cc3)n3c(nc(C)cc3=O)N2)cc1 (centres undefined),11%,42%,3%,9%,0.3%,
C/C(CC(=O)Nc1cccc2c1CCCC2)=N\NC(=O)c1cccc2ccccc12,7%,-9%,-2%,-18%,0.6%,
CC(=O)COc1ccc2oc(=O)cc(-c3cc4ccccc4o3)c2c1,-3%,12%,34%,8%,8.5%,
Cc1ccc(N2CC(C(=O)OCC(=O)Nc3ccc(Cl)cc3)CC2=O)cc1 (centres undefined),nt,-12%,-2%,9%,0.7%,
COc1ccc(Cl)cc1C(=O)NCC(=O)OCc1ccccc1,5%,-9%,?,67%,2.4%,
Cc1[nH]c2ccccc2c1C(=O)COc1ccccc1F,-21%,-3%,7%,8%,2.2%,
COc1cccc(C2C(C#N)=C(N)N(N(C)C)C3=C2C(=O)CC(C)(C)C3)c1OC (centres undefined),2%,-14%,-4%,-7%,i,
Cc1cc(NC(=O)CN2CCCCC2)no1,-1%,-8%,2%,-12%,0.5%,
CCOC(=O)c1cc(NC(=O)NCc2ccco2)c(C)nc1C,12%,2%,-5%,-12%,0.8%,
O=C(NC1CC2CCC1C2)c1ccc(CN2CCOCC2)cc1 (centres undefined),-9%,10%,-2%,-3%,0.6%,
Cc1ccc(S(=O)(=O)N(C)c2ccc3c(ncn3C)c2[N+](=O)[O-])cc1,-3%,8%,0%,8%,0.2%,
CCOc1ccc(Nc2n[nH]c(=S)s2)cc1,-6%,6%,15%,-32%,1.4%,
CC(Sc1nnc(C2CC2)n1C)C(=O)Nc1ccc2c(c1)CCC2 (centres undefined),nt,-5%,7%,18%,1.3%,
COc1cc(OC)cc(-n2nc(C(=O)N3CCC4(CC3)OCCO4)c3ccccc3c2=O)c1,17%,-3%,1%,5%,8.8%,
COc1cc2c(cc1N/C=C(\C#N)c1nc(-c3ccc(F)cc3)cs1)oc1ccccc12,-17%,3%,11%,-5%,3.6%,
Cc1cccc(OCC(=O)Nc2ccc3c(c2)OCO3)c1C,-1%,1%,0%,1%,1.8%,
CN(Cc1cccs1)C(=O)CNC(=O)c1ccco1,-10%,-6%,-7%,-4%,0.3%,
COc1cccc(C(c2nnnn2CCc2ccccc2)N2CCN(c3ccccc3)CC2)c1OC (centres undefined),-4%,10%,-8%,14%,i,
C=C(C)CNC(=S)NNC(=O)c1ccco1,-17%,-13%,-2%,-9%,1.1%,

# Continued:
SMILES,Salmonella PhoP GFP,H1N1 NS1A inhibition,H37Rv inhibition,M. tuberculosis,VEEV TC-83 Vero,others
NC(=O)COC(=O)c1cc(Cl)cc(Cl)c1N,-3%,-9%,-6%,-7%,0.9%,
Cc1cccc(Nc2nc(N)nc(CN3CCC(C(N)=O)CC3)n2)c1C,0%,-24%,-4%,2%,0.3%,
COc1ccc(C(=O)CN2CCN(c3ccc(F)cc3)CC2)cc1,8%,0%,3%,18%,1.8%,
O=C(NCCCn1ccnc1)/C(=C\c1cccs1)NC(=O)c1cccs1,-13%,-9%,0%,-6%,0.8%,
N#CCCN(CCC#N)S(=O)(=O)c1ccc(C(=O)Nc2nnc(C3=COCCO3)o2)cc1,-5%,-1%,2%,-8%,0.7%,
O=C(NCC(=O)N(c1cccc(F)c1)C(C(=O)NC1CCCC1)c1ccncc1)c1ccco1 (centres undefined),-5%,5%,-4%,3%,1.1%,
N#CC1(c2ccccc2)CCCN1C(=O)c1ccc(Br)cc1 (centres undefined),-1%,-3%,2%,9%,i,
CCOC(=O)c1sc2nc(C)nc(NCc3ccc(Cl)cc3)c2c1C,-3%,-5%,-1%,4%,1.6%,
Cc1ccc(S(=O)(=O)N2Cc3ccccc3CC2C(=O)Nn2cnnc2)cc1 (centres undefined),-2%,0%,-2%,15%,1.1%,
COc1ccc(CN2CC[C@H]3C=CC[C@@H](C(=O)N4CCOCC4)[C@H]3C2=O)cc1OC,-14%,-21%,4%,5%,0.3%,
